Compound activity as filed in PubChem.
MsrA act: activators of bovine methionine sulfoxide reductase A; activation, % at 10.6 µM; 360,000 tested, 0.3% active; purified bovine MsrA, absorbance read-out; in the data active = activation above about 7.5%;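 note: 0% = vehicle and 100% = reference activator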
eLon inh: inhibits E. coli Lon protease | inhibition, % at 7.94 µM | P0A9M0 | 360,000 tested, 0.42% active | purified E. coli Lon protease, fluorescence polarization; in the data active = inhibition above about 13%, passing the limit was not always enough;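 note: 0% = enzyme with probe and DMSO and 100% = no enzyme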
Rin1 Abl inh: human Rin1-Abl interaction inhibition; 360,000 tested, 0.4% active; TR-FRET Rin1/Abl binding, biochemical; P00519+Q13671; inhibition, % at 7.35 µM; AID 588664; in the data active = inhibition above about 5%, passing the limit was not always enough
Target sequence (P00519 whole entry, looked up): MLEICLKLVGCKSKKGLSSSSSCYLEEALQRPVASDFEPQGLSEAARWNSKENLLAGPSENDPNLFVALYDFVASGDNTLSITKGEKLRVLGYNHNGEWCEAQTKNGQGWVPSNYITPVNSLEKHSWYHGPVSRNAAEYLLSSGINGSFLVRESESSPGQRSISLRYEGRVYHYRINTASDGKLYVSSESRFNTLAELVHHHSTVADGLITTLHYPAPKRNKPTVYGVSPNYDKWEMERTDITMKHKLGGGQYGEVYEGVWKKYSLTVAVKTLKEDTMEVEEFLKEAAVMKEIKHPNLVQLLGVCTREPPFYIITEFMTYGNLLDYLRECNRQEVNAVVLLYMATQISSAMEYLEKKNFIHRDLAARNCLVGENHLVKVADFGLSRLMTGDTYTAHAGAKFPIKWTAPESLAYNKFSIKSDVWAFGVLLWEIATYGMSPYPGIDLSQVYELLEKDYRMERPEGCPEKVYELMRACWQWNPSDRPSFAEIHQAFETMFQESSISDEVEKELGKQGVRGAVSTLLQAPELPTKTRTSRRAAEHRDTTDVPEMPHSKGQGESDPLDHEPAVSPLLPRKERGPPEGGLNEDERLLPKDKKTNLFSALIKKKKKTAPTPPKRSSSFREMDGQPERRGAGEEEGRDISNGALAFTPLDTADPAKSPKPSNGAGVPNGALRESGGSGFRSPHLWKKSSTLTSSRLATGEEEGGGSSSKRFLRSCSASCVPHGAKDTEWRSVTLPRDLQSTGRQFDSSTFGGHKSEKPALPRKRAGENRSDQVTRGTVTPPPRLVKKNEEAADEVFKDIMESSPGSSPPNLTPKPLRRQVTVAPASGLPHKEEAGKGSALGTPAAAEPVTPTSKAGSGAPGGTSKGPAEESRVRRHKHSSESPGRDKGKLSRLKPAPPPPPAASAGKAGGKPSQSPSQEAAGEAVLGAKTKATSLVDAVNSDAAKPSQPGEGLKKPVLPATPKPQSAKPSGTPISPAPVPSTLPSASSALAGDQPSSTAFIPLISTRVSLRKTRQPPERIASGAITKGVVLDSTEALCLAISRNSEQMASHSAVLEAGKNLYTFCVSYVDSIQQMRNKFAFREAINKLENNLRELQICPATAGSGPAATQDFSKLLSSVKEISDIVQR
Target sequence (Q13671 whole entry, looked up): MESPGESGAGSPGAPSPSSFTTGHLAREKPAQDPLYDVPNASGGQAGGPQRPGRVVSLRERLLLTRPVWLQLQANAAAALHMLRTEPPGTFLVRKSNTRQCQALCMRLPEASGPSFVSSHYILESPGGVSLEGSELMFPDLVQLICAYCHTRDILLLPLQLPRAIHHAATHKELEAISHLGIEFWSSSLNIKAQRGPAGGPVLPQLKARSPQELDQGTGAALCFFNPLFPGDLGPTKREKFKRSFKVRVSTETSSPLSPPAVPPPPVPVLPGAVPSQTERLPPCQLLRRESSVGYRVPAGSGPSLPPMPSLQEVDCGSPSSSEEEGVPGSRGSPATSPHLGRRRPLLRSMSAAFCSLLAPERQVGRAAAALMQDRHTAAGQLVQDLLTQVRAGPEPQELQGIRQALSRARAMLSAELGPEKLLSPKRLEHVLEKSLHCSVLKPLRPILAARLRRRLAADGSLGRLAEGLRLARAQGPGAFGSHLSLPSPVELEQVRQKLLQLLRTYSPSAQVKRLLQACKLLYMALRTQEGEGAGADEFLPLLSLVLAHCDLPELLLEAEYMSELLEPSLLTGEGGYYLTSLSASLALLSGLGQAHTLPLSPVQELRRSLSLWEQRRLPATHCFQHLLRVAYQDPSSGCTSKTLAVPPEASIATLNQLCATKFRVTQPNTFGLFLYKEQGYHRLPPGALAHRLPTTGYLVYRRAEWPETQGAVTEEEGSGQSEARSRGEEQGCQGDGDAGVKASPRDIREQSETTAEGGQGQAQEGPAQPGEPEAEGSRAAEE
MLLE-PAM2 inh: blocks PAM2 peptide binding to the PABP1 MLLE domain; P11940; GST-MLLE / FITC-PAM2 fluorescence polarization; inhibition, % at 20 µM; 360,000 tested, 0.36% active; in the data active = inhibition above about 35%, passing the limit was not always enough;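 note: plate controls were DMSO wells with GST-MLLE for no effect and wells lacking GST-MLLE protein for full effect; some results filed as inactive read as strong as hits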
SKN-1 inh: C. elegans SKN-1 inhibition; inhibition, % at 21.8 µM; 360,000 tested, 0.49% active; C. elegans VP596 Pgst-4::GFP/RFP ratio, acrylamide-induced, 24 h;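 active = interference check ratio from 0.5 to 1.5 plus GFP to RFP signal ratio inhibition reaching or exceeding a fixed threshold, cut at about 30% in these data, passing the limit was not always enough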; note: some compounds called inactive have numbers as strong as hits
MT1-MMP act inh: inhibitors of human MT1-MMP activation. GFP/RFP ratio change, % at 20 µM. 360,000 tested, 0.061% active. HT1080 RFP-PRO-GFP cells, GFP/RFP ratio fluorescence, overnight; percent of plate control window, DMSO zero. P50281;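 active = GFP/RFP ratio change of at least 30% with cell ATP level not reduced by more than half and red fluorescence within 50% of control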; note: strong numbers were not always called active
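Assay system: RFP-PRO-GFP reporter HT1080 cells; read-out basis: GFP/RFP fluorescence ratio; benchmarks: DMSO wells and RFP-L50D-GFP cells; doses: 20 µM single dose, 1% DMSO; schedule: overnight cell settling, then overnight compound exposure, 37 °C, 5% CO2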
CendR NRP1 mod: NRP-1/CendR interaction modulation; AID 602438; inhibition, % at 25 µM; FAM-RPARPAR peptide binding to NRP-1, fluorescence polarization; 360,000 tested, 0.85% active;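 active = inhibition or corrected inhibition above about 18%, plus a signal ratio from 0.5 to 1.5, limit read from the data, passing the limit was not always enough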; note: strong numbers were not always called active
FAS-TE inh: blocks the thioesterase domain of human fatty acid synthase; 360,000 tested, 0.67% active; recombinant FAS-TE, OMFH fluorogenic substrate, fluorescence endpoint; inhibition, % at 15 µM;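 active = compounds whose normalised, plate-corrected inhibition of enzyme fluorescence in the single-dose primary screen is 50% or more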;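 note: 0% = DMSO with enzyme and 100% = substrate without enzyme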
Neddyl block: cullin neddylation inhibition; TR-FRET cullin neddylation, biochemical; calls only at 25 µM; 360,000 tested, 0.58% active; in the data active = inhibition above about 36%
The depositor's hits bear a star; i = inactive; nt = not tested or not shown.

SMILES	MsrA act	eLon inh	Rin1 Abl inh	MLLE-PAM2 inh	SKN-1 inh	MT1-MMP act inh	CendR NRP1 mod	FAS-TE inh	Neddyl block
Cc1ccc2[nH]c(=O)c(CN(CC3CCCO3)C(=O)c3cccs3)cc2c1 (centres undefined)	-9.6	3.6	-0.3	1.2	-2.9	-0.5	2.5	-4.5	i
COc1ccc(-c2cc(C)no2)cc1S(=O)(=O)N1CCOc2ccc(C)cc21	-0.9	0.8	3.6	-2.6	0.1	-1.1	1.0	1.6	i
O=C(CC1OC(=O)c2ccccc21)NNC(=O)c1ccc(F)cc1 (centres undefined)	-3.1	-1.4	0.9	4.5	0.0	-2.1	5.1	-9.2	i
CC(c1ccccc1)N1C(=O)C2C3C=CC(C4CC34)C2C1=O (centres undefined)	-4.9	-1.4	2.0	3.4	9.0	-1.0	11.1	3.2	i
CCOC(=O)C1=CN(Cc2cccc(F)c2)S(=O)(=O)N(CC)C1c1ccc2ccccc2c1 (centres undefined)	-11.1	-9.4	-0.8	-9.5	9.1	nt	-10.7	29.4	i
CCOC(=O)c1ccc(NC(=O)NC2=NCCS2)cc1	-4.7	-1.5	3.6	5.8	3.6	7.1	2.7	-6.6	i
COc1cc(OC)cc(C(=O)OCC(=O)Nc2ccc(F)cc2F)c1	-8.8	-10.7	-4.7	7.3	9.9	3.0	1.1	6.2	i
Cc1cc(C)cc(NC(=O)c2ccc(CNc3c(N4CCCC4)c(=O)c3=O)cc2)c1	4.3	0.3	-0.2	7.9	-8.1	8.0	-11.9	1.7	i
O=C(Nc1cccnc1Cl)C1c2ccccc2Oc2ccccc21	-2.6	-6.4	1.8	2.5	14.0	-0.2	1.5	6.1	i
Fc1ccc(NC(=S)NN=Cc2ccccc2Cl)cc1	-1.3	-4.8	-0.6	25.6	-6.0	0.7	10.4	16.6	i
CCOCCCNC(=O)CN1C(=O)CSc2ccccc21	-3.1	-0.8	3.7	2.9	1.4	0.6	7.0	-7.5	i
CCn1nc(C)cc1C(=O)N1CCCC(Nc2ccc(C(C)C)cc2)C1 (centres undefined)	-4.6	6.4	1.0	-2.4	-8.0	3.8	9.2	-3.0	i
CCOc1ncccc1C(=O)Nc1ccc(S(=O)(=O)N2CCCC2)cc1	-7.0	-2.1	-0.5	-4.7	2.1	1.7	7.4	-3.5	i
O=C(NC1CCN(C(=S)Nc2ccc(Cl)cc2)CC1)C1CCCCC1	-9.1	0.6	1.4	-55.7	16.7	1.4	-11.7	-5.2	i
O=C(Nc1cccc(Cl)c1)c1cccnn1	-1.3	-4.4	-3.5	4.1	21.9	-4.0	3.1	-5.3	i
CCC(CO)Oc1cc(NC(=O)c2ccccc2F)c2ncn(C(C)C)c2c1 (centres undefined)	-10.4	5.8	-1.1	-2.3	5.6	3.6	-0.7	-2.9	i
COc1ccccc1N(CC(=O)NCCSCc1ccc(C)cc1)S(=O)(=O)c1ccccc1	-7.8	6.5	-3.0	6.2	4.7	0.6	7.0	23.9	i
CN(C)CCn1cnc2c1c(=O)n(C)c(=O)n2C	-0.4	2.4	0.8	-5.2	2.5	-4.8	1.0	-3.9	i
CC1=C(C(=O)Nc2ccccc2F)C(c2cccs2)NC(=S)N1 (centres undefined)	-5.3	-0.4	-1.6	-146.9	5.7	3.1	-2.6	0.2	i
CCn1c(=O)c(CCC(=O)NCCN2CCOCC2)c(C)c2c(C)nn(-c3ccccc3)c21	-6.0	-1.7	7.6	14.9	-4.9	0.2	1.1	-2.7	i
CC(=O)c1ccccc1C(=O)N1CCCC(C(=O)c2ccc(C(F)(F)F)cc2)C1 (centres undefined)	-0.8	-0.8	0.3	-7.7	23.0	5.4	-6.9	-6.9	i
COc1ccc(NC(=O)C(F)(OC)C(F)(F)F)c(OC)c1 (centres undefined)	0.1	-8.7	3.5	-8.1	6.1	5.5	1.5	-2.0	i
CCOc1ccc(S(=O)(=O)Nc2ccccn2)c2ccccc12	-3.7	-8.8	-0.2	-17.6	-3.6	12.2	-7.8	-4.0	i
O=C(O)C1C2CCC(C2)C1C(=O)NCc1ccco1 (centres undefined)	0.3	4.0	-0.3	7.1	6.8	2.6	14.5	-2.5	i
Cc1ccccc1C1CCCN(C(=O)c2cc(COc3c(F)cccc3F)on2)C1 (centres undefined)	-1.1	2.0	-4.8	9.1	11.8	1.5	-11.7	28.0	i
COc1ccc(OCC(=O)OCC(=O)c2ccc(OC)c(F)c2)cc1	-2.6	5.3	6.6	-6.3	0.9	0.1	6.8	10.6	i
COC(=O)c1ccc(NC(=O)CN2CCN(c3ccccc3C)CC2)cc1	-8.1	-10.6	3.7	-6.9	6.2	2.8	10.4	20.9	i
CC1(C)CC(=O)C=C(c2cccc(Cl)c2O)C1	-1.8	-1.2	1.4	1.4	3.6	0.8	13.9	-9.3	i
Cc1ccc(OCCn2cnc3ccccc3c2=O)c([N+](=O)[O-])c1	0.6	-2.4	-0.2	3.4	-2.5	0.1	4.9	-4.6	i
N=C1C(c2nc(-c3ccc(Cl)cc3)cs2)=C(O)CN1CCCN1CCOCC1	0.6	5.2	-1.6	-31.0	-1.5	-2.6	-0.3	3.4	i

Whole records, quoted from the list:
CCOC(=O)C1=CN(Cc2cccc(F)c2)S(=O)(=O)N(CC)C1c1ccc2ccccc2c1 (centres undefined) in the list: MsrA act: -11.1; eLon inh: -9.4; Rin1 Abl inh: -0.8; MLLE-PAM2 inh: -9.5; SKN-1 inh: 9.1; MT1-MMP act inh: nt; CendR NRP1 mod: -10.7; FAS-TE inh: 29.4; Neddyl block: i
O=C(O)C1C2CCC(C2)C1C(=O)NCc1ccco1 (centres undefined) in the list: MsrA act: 0.3; eLon inh: 4.0; Rin1 Abl inh: -0.3; MLLE-PAM2 inh: 7.1; SKN-1 inh: 6.8; MT1-MMP act inh: 2.6; CendR NRP1 mod: 14.5; FAS-TE inh: -2.5; Neddyl block: i

(more compounds)
SMILES	MsrA act	eLon inh	Rin1 Abl inh	MLLE-PAM2 inh	SKN-1 inh	MT1-MMP act inh	CendR NRP1 mod	FAS-TE inh	Neddyl block
Cn1nc(-c2ccccc2)c(/C=N/O)c1Cl	-8.4	-2.8	5.7	24.6	9.2	4.7	-1.5	0.8	i
O=C(c1cccc(F)c1)N1CCN(Cc2cccc(Br)c2)CC1	-0.8	0.6	-1.4	-10.6	-1.3	1.6	0.3	2.5	i
COCCCNC(=O)c1cc(S(=O)(=O)N2CCC3(CC2)OCCO3)ccc1F	-1.7	1.6	-5.8	4.5	17.9	-1.3	-1.4	-6.1	i
Cc1ccc(C)c(NCCCCC(=O)O)c1	-0.3	-1.5	-0.6	-12.5	3.6	4.7	12.8	-11.3	i
CC1CC(C)CN(S(=O)(=O)N2CCCC(C(=O)NCCc3ccc(Cl)cc3)C2)C1 (centres undefined)	-2.9	-5.3	-2.3	1.1	-10.9	-6.2	1.4	7.5	i
CC1CCCCN1S(=O)(=O)c1ccccc1[N+](=O)[O-] (centres undefined)	-3.2	-1.3	1.7	2.3	-0.3	3.5	-9.9	-4.2	i
Cc1ccc(C)[n+](CC(=O)c2ccc(-c3ccccc3)cc2)c1	-13.2	0.4	-1.4	9.2	-8.2	-1.9	6.9	-1.9	i
COc1ccc(NC(=O)CCC(=O)c2ccc(-c3ccccc3)cc2)cc1	-0.5	3.5	-3.0	-44.9	9.1	-12.0	-17.0	-21.0	i
CCOC(=O)c1ccccc1Oc1c(F)c(F)nc(NCCO)c1F	-1.4	-5.1	-2.7	-0.3	5.8	-8.9	12.2	-16.9	i
COCc1nc2ccccc2n1Cc1ccccc1	2.0	11.0	0.0	-0.8	28.6	-2.3	9.3	-2.1	i
Cn1c(SCC(=O)c2ccccc2)nnc1-c1cccnc1	5.6	-1.5	0.6	13.0	2.8	3.6	2.8	-6.7	i
CN(C)CCCN(C(=O)c1ccco1)c1nc2ccc(F)cc2s1	-3.0	-1.5	0.6	-1.8	-5.2	2.7	-4.7	1.2	i
Nc1c(Cl)ncnc1N/N=C/c1ccc(O)cc1	-13.3	-9.3	-1.7	-7.1	-2.2	2.9	6.7	-7.1	i
CC(=O)C(=Cc1ccc(O)cc1)C(C)=O	-5.2	0.6	-0.9	-12.0	11.6	-0.5	3.7	-1.7	i
CC1C(=O)N2CCCc3cc(NC(=O)C(=O)NCCc4c[nH]c5ccccc45)cc1c32 (centres undefined)	-3.8	-5.4	-0.5	1.6	10.1	-7.1	0.2	-0.3	i
CC(C)(C)C(=O)NC(NC(=S)Nc1ccc(S(N)(=O)=O)cc1)C(Cl)(Cl)Cl (centres undefined)	-7.6	-7.8	0.6	17.9	5.2	2.1	-2.6	-4.5	i
NS(=O)(=O)c1ccc(CCN=Cc2ccccc2O)cc1	-4.5	9.1	-1.1	0.1	2.4	0.6	9.2	-7.8	i
CC1(C(=O)NS(=O)(=O)c2ccc3c(c2)CCO3)CCN1C(=O)CCc1ccc(Cl)cc1Cl (centres undefined)	-0.9	8.7	-0.9	-6.8	7.5	4.4	-2.7	-6.0	i
Cc1ccc(Nc2nc(N)c([N+](=O)[O-])c(NCc3ccccc3)n2)cc1	2.4	1.7	-1.7	-5.5	8.6	-2.0	-3.1	28.7	i
CCC1CCc2c(sc3ncnc(N4CCOCC4)c23)C1 (centres undefined)	-1.0	-4.4	1.7	2.8	2.4	-6.5	8.8	3.6	i
Cc1ccc(Cl)cc1N1CCN(C(=S)NCCc2ccccc2)CC1	-1.7	14.9	0.0	-103.3	-4.5	0.9	2.1	24.5	i
O=C1NC[C@@H](Cc2cccc3ccccc23)N(CCC23CC4CC(CC(C4)C2)C3)C1=O	-6.5	4.7	6.8	-12.6	0.3	-3.1	-3.8	14.8	i
O=C(c1cc(-c2ccc(Cl)cc2)n[nH]1)N1CCN(C(=O)c2ccco2)CC1	-0.5	-2.8	7.7	4.8	15.3	nt	1.5	-1.7	i
Cc1ccc(C(=O)C2Oc3ccccc3C3CC(c4ccc(C)cc4)=NN23)cc1 (centres undefined)	-5.7	-11.9	-1.9	-12.7	8.6	-2.5	-1.0	26.7	i
Cc1ccc(C(=O)Nc2cccc3cccnc23)cc1Br	1.2	3.5	3.4	3.5	4.8	3.0	-1.7	12.0	i
CCc1nnc(NC(=O)c2ccc(OC)cc2)s1	-2.6	-5.7	-1.6	11.2	2.2	-3.8	7.0	-7.6	i
CCOC(=O)C1(CCC(=O)OCc2ccccc2)CCCCC1=O (centres undefined)	-6.1	4.6	2.4	1.0	0.2	-3.0	7.2	0.8	i
Cc1ccc(CC(=O)OCC(=O)c2ccc[nH]2)cc1C	-7.9	-0.4	1.7	-4.8	-12.7	-2.1	-15.1	-5.5	i
CC(=O)Nc1cc(-c2ccc(N3CCN(C)CC3)cc2)cn2c(-c3ccc(F)c(Cl)c3)cnc12	-3.6	-35.7	-3.6	-31.2	-7.5	-13.0	-9.5	13.3	nt
Cc1cc(=O)oc2cc(OCC(=O)N3c4ccccc4NC(=O)C3(C)C)ccc12	-2.1	-2.9	-1.4	-6.0	10.3	-1.7	-2.0	-4.0	nt
Cc1cccc(CN(C)C[C@@H]2OCc3cnnn3CCCC(=O)N([C@H](C)CO)C[C@H]2C)c1	-3.7	2.7	0.7	-15.3	-6.5	3.5	-1.2	-5.9	i
CCOC(=O)/C=C1\SCC(=O)N1CC(=O)Nc1ccccc1OC(F)F	-1.5	-17.4	1.6	-33.4	-16.4	-9.0	-37.9	-9.9	i
Cc1[nH]nc(N2CCCCCC2)c1[N+](=O)[O-]	-9.9	-3.8	4.9	3.9	7.1	2.1	10.2	-9.6	i
CO/N=C(/C(=O)N[C@@H]1C(=O)N2C(C(=O)O)=CCS[C@H]12)c1cnc(N)s1	-7.2	-11.4	6.5	16.3	-7.2	0.3	-157.9	-4.5	i
